High-throughput results as filed in PubChem BioAssay.
GLP1R inv ag = qHTS of GLP-1 Receptor Inverse Agonists (Inhibition Mode) | HEK293 GLP-1R CRE-luciferase, luminescence, 24 h; GLP-1R form is constitutively active | Potency, µM (top dose mostly 38.3 µM), for inactives: at the top dose activity change, negative = inhibition, usual class: inhibitors | 410,000 tested, 1.6% active | AID 624417, 2012; also: potency is read from the fitted curve at half-maximal effect; % is scaled to controls: 0 for no effect and ±100 for the full control effect; nearly all actives have a fitted effect of over 55% in size
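Seeding at 200 cells/uL, 12 h culture, 24 hr compound treatment, then luciferase reagent and a luminescence read; cells are HEK293 stably expressing a constitutively active GLP-1R plus cAMP-responsive luciferase.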
PI5P4Ka inh = qHTS for Inhibitors of phosphatidylinositol 5-phosphate 4-kinase (PI5P4K); 330,000 tested, 1.2% active; PI5P4Kalpha enzyme, ADP-Glo luminescence, 60 min; stronger effect = lower value; max response, %; AID 652105, 2013; Phosphatidylinositol 5-phosphate 4-kinase type-2 alpha (Homo sapiens), P48426; active = max response of -50% or lower; inconclusive = between -30% and -50%; inactive = -30% or higher; also: value at the top dose of about 77 µM; % is scaled to controls: 0 for no effect and ±100 for the full control effect
Target sequence (P48426 whole entry, looked up): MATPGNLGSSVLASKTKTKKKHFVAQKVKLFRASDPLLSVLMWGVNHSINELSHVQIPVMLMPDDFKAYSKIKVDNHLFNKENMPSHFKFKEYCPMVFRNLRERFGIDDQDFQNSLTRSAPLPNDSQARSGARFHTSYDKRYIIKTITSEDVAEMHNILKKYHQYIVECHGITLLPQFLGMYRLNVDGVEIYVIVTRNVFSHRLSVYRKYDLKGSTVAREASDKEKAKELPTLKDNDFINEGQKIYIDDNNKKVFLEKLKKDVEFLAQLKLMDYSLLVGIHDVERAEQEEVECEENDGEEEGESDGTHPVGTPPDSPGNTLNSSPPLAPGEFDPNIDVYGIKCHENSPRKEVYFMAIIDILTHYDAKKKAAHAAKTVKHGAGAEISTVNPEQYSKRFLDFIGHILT
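Luminescence from ADP-Glo served as readout of PI5P4Kalpha activity in a qHTS format. Reaction: enzyme, substrate, compound, ATP at 5 microM final, 60 min at RT.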
D3 ag = qHTS of D3 Dopamine Receptor Agonist: qHTS; max activation, %; 410,000 tested, 0.58% active; D3R DiscoveRx beta-arrestin cells, luminescence, 90 min; AID 652048, 2013; in the data active = max activation above about 30%; also: 0% is about no effect; mostly tested at two doses, the higher about 12 µM
Target sequence (P35462 whole entry, looked up): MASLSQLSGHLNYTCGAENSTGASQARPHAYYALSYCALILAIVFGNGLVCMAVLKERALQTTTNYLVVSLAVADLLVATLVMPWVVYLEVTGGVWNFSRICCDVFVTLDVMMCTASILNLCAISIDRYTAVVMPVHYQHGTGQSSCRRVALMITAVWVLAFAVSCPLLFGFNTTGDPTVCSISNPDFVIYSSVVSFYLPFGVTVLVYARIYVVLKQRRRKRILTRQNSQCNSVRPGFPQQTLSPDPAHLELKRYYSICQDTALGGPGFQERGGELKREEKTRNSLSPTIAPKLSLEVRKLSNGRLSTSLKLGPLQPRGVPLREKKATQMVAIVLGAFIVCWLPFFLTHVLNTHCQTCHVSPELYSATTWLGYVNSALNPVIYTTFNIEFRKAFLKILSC
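Agonist mode: compounds and dopamine controls were applied to plated cells for 90 min at 37 degrees C after an overnight attachment at 1500 cells/well. Luminescent read-out followed 30 - 60 minutes at room temperature with DiscoveRx detection reagent.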
WRN helicase inh = qHTS for Inhibitors of WRN Helicase; Bifunctional 3'-5' exonuclease/ATP-dependent helicase WRN (Homo sapiens), Q14191; WRN helicase unwinding, fluorescent forked duplex, kinetic; Potency, µM (series often up to 114 µM), for the others: top-dose activity change, negative = inhibition, actives largely listed as inhibitors; 360,000 tested, 0.46% active; also: potency is read from the fitted curve at half-maximal effect; % is scaled to controls: 0 for no effect and ±100 for the full control effect; nearly all actives have a fitted effect of over 55% in size
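Kinetic fluorescence helicase assay: unwinding of a quenched forked DNA duplex (100 nM final) with 2 mM ATP final raises red fluorescence (525/598 nm). Compounds sat 15 min at room temperature with 20 nM WRN beforehand.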
D3 antag = qHTS of D3 Dopamine Receptor Antagonist: qHTS; D(3) dopamine receptor (Homo sapiens), P35462; D3R cells, DiscoveRx beta-arrestin luminescence, antagonist mode; stronger effect = lower value; max response, negative = inhibition, %; 360,000 tested, 2.5% active; in the data active = max response below about -50%; inconclusive = no clear call, values can overlap the other calls; also: % is scaled to controls: 0 for no effect and ±100 for the full control effect; mostly tested at two doses, the higher about 12 µM
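Cells expressing the human receptor were seeded at 1500 cells/well, incubated overnight at 37 degrees C in 5% CO2, then exposed to library compounds with dopamine controls for 90 minutes at 37 degrees C before luminescent detection.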
GLP1R ag = qHTS of GLP-1 Receptor Agonists; Potency, µM (titrated, usually from 45.6 µM), for the others: at the highest dose activation, actives largely listed as activators; 380,000 tested, 0.007% active; AID 624172, 2012; HEK293 GLP-1R CRE-luciferase, luminescence, 4-6 h; cells express a hypersensitive GLP-1R form; also: potency is read from the fitted curve at half-maximal effect; % of control where 0% means no effect
IL2 activator = qHTS of IL-2 Activators. 360,000 tested, 0.065% active. IL-2 activation reporter assay, cell-based qHTS; stimulated with anti-CD3/CD4/CD28 beads; in transgenic mouse T cells. activation, % (series mostly up to about 46 µM). AID 652025, 2013; in the data active = activation above about 50%; inconclusive = mostly about 30% to 49%; also: 0% is about no effect
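Using fluorescent plate cytometry, EGFP and DsRed are detected in transgenic mouse T cells stimulated 18 h at 37 degrees C with antibody-coated beads after 60 min compound pretreatment.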
HEK293 tox = qHTS of GLP-1 Receptor Inverse Agonists: Cytotox Screen; Potency, µM (highest dose often 38.3 µM), for inactives: at the highest dose activity change, negative = inhibition, actives largely listed as inhibitors; AID 624418, 2012; 410,000 tested, 0.13% active; HEK293 cAMP-luciferase reporter cells, luminescence, 24 h;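 also: loss of luciferase light is scored as toxicity; potency is read from the fitted curve at half-maximal effect; % is scaled to controls: 0 for no effect and ±100 for the full control effect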
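Quantitative HTS format, 1536 wells, 200 cells/uL seeded. Compounds: 23 nL, 24 h, 37 °C. Detection: luciferase reagent, luminescence at 12 min RT; decreased signal taken as cytotoxic.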
PLK1 PBD block = qHTS for Inhibitors of PLK1-PDB (polo-like kinase 1 - polo-box domain): Primary Screen; Serine/threonine-protein kinase PLK1 (Homo sapiens), P53350; Plk1 PBD binding of FITC phosphopeptide, fluorescence polarization; Potency, µM, without a hit: max response, negative = inhibition, actives largely listed as inhibitors; 360,000 tested, 2.8% active; AID 720504, 2013; also: potency is read from the fitted curve at half-maximal effect; series mostly up to about 57 µM; % is scaled to controls: 0 for no effect and ±100 for the full control effect; nearly all actives have a fitted effect of over 65% in size
Active calls of the source: *; ? = inconclusive; . = not tested or not shown; [ ] = dose if it differs, or a comment. Unless noted, calls follow the shape of the dose curve; as a rule, active = well fitted curve in the direction sought with a large enough effect; inconclusive = small, poorly fitted or top-dose-only effect, or another doubt; inactive = no such curve, though single readings can be large; an effect the other way counts as inactive or inconclusive.

SMILES	GLP1R inv ag	PI5P4Ka inh	D3 ag	WRN helicase inh	D3 antag	GLP1R ag	IL2 activator	HEK293 tox	PLK1 PBD block
COc1ccc(/C=N/NC(=O)c2cccnc2)cc1CN1CCCc2ccccc21	10µM*	-9	-3	-23%	-27	8%	0.5	7%	-15%
C/C(=N\NC(=O)c1cccc(N/N=C(\C)c2ccncc2)c1)c1ccncc1	0%	-11	7	-4%	1	16%	-0.7	-9%	27µM*
CN(Cc1c(C(=O)N/N=C/c2ccc(O)cc2)nnn1-c1nonc1N)C1CCCCC1	?	1	-7	-8%	-7	5%	-0.7	?	-6%
Cc1ccc(N2CCN(C(=O)c3cnn(-c4ccc(C)c(C)c4)c3C3CCNCC3)CC2)c(C)c1	?	.	-19	.	.	-4%	.	?	.
Cc1nc2ccc(-c3ccccc3)cc2o1	9%	-4	7	7%	21	4%	1.3	-11%	-1%
Cc1cccc(-c2ncc(CN3CCCC(CO)(Cc4ccccc4C)C3)cn2)c1 (stereo unspecified)	?	14	-5	-14%	7	1%	-0.4	-23%	-1%
CN(C)/C(=N\S(=O)(=O)c1ccc(Br)cc1)c1ccccc1	20%	0	-12	5%	-19	-10%	-1.7	-3%	2%
COCCCN1C(=O)c2ccc(C(=O)OCC(=O)N(C)c3ccccc3)cc2C1=O	-9%	3	6	8%	6	13%	0.9	-9%	1%
COc1ccc(-c2c(C)nn3c(N4CCN(c5ccccc5)CC4)cc(C)nc23)cc1OC	0%	.	3	.	.	0%	.	-5%	.
OCCC1CN(Cc2ccccc2OC2CCCC2)CCN1Cc1ccsc1 (stereo unspecified)	?	0	-12	-6%	?	3%	7.7	-15%	-4%
O=C(COC(=O)c1cccc(S(=O)(=O)N2CCOCC2)c1)NCCc1ccccc1	-1%	-1	6	-2%	16	0%	-0.8	5%	-2%
COc1ccc(CNC(=O)c2sc3nc4c(c(C(F)(F)F)c3c2N)CCC4)cc1OC	11%	-17	3	-15%	0	-1%	1.9	30%[activator]	?
Cc1cc(C(=O)NC2CCN(Cc3ccccc3)CC2)n[nH]1	18%	-2	-18	7%	-81*	2%	1.7	7%	2%
O=C(CCNS(=O)(=O)c1cccc2nonc12)NCc1cccs1	0%	3	-3	1%	-6	-7%	-0.9	-13%	-5%
O=C(CN1C(=O)C2CC=CCC2C1=O)Nc1ccc(F)cc1F (stereo unspecified)	2%	-2	0	5%	-24	6%	-0.2	0%	-14%
CCCOC(=O)c1c(NC(=O)CCCn2nc([N+](=O)[O-])cc2C)sc(C(=O)OC)c1C	1%	1	-8	-7%	0	6%	-4.3	1%	-11%
COc1cccc(/C=N/NC(=O)c2oc3nc(-c4ccccc4)cc(-c4ccco4)c3c2N)c1	16%	-7	4	0%	98	22%	0.6	110%[activator]	3%
O=C(Nc1ccccc1SCC1CSc2nc3ccccc3c(=O)n21)c1cccc(Cl)c1 (stereo unspecified)	-25%	0	2	-36%[57.1 µM]	-12	-4%	-3.4	12%	-8%
COC(=O)c1ccccc1NS(=O)(=O)c1ccc2c(c1)oc(=O)n2C	?	2	3	4%	2	5%	0.0	-14%	-5%
OC(c1cccc(Cl)c1)c1ncc(-c2ccc3ccccc3c2)[nH]1 (stereo unspecified)	?	9	-9	-1%	-16	1%	-0.6	-13%	0%
O=C(CSc1ncnc2sccc12)Nc1ccccc1F	-19%[0.307 µM]	-7	-1	0%	3	17%	1.3	1%[0.307 µM]	-2%
Cc1ccc(NC(=O)C(=O)NCCCN2CCOCC2)cc1C	17%	.	6	.	.	7%	.	0%	.
CC(C)(C)c1cc2cccnc2n1Cc1cccc(Cl)c1	-25%	-1	-7	-4%	0	-4%	-1.0	-9%	-11%
O=C1CNC(=O)/C(=C/c2cccs2)N1	-12%[7.66 µM]	1	-1	-1%	-14	1%	1.4	8%[7.66 µM]	-8%
CC(=NCCCn1ccnc1)c1c(O)n(Cc2ccccc2)c(=O)[nH]c1=O	0%	-7	-3	-1%	?	4%	-0.3	1%	-9%
Clc1ccccc1OCCCCN1CCCCC1	-1%	3	-25	4%	-95*	-1%	-0.8	-9%	-10%
Cc1cccc(CCN(C(=O)c2csnn2)C(C(=O)NC2CCCC2)c2ccco2)c1 (stereo unspecified)	?	3	-4	?	-7	10%	-0.1	7%	-8%
COc1ccc(CNC(=S)Nc2ccc(F)c(Cl)c2)cc1OC	?	-8	4	10%	0	8%	-0.3	1%	-25%
CC(=O)c1c(C)[nH]c(C(=O)OCCCCN2C(=O)c3ccccc3C2=O)c1C	0%	-3	-1	6%	20	0%	-2.4	2%	0%
COc1ccc(CCNC(=O)CNC(=O)N2CC(=O)Nc3ccccc32)cc1	12%	2	7	0%	11	-3%	-2.3	-3%	1%
CCOC1(OCC)N=C(N)C2(C#N)C(c3cccc(C)c3)C12C#N (stereo unspecified)	9%	-18	5	2%	-21	-14%	-0.4	-3%	-1%
CC(C)C[C@H]1CN([C@@H](Cc2ccc(O)cc2)CN2CCC[C@@H]2CN2C(=S)NC[C@@H]2Cc2ccccc2)C(=S)N1CC1CCCCCC1	?	5	-9	-16%	9	5%	-0.1	-10%	0%
COc1ccc(NC(=O)c2ccc(S(=O)(=O)N(C)c3ccccc3)cc2)cc1S(=O)(=O)N1CCOCC1	?	-7	-3	-4%	-4	-4%	-3.6	-9%	2%
Cc1ccc(NC(=O)N(Cc2c[nH]c3ccccc23)C2CCCCCC2)cc1C	?	.	-4	.	.	8%	.	-3%	.
CC(=O)c1c(N2CCC(C(N)=O)CC2)nc(=S)n(-c2ccccc2)c1C	-39%	0	0	14%	-20	-2%	-2.1	-14%	-2%
COc1ccc(OC)c(N(C)S(=O)(=O)c2ccc3c(c2)N(C(C)=O)CCO3)c1	0%	0	4	0%	11	6%	0.8	-11%	1%
COC(=O)c1ccc2[nH]c([C@H](C)O)c([C@H](C)O)c2c1	43%[activator]	-5	-10	-7%	3	-5%	0.1	5%	9%
Cc1c(OCC(=O)NC(Cc2ccc(Cl)cc2)C(=O)O)ccc2c3c(c(=O)oc12)CCCC3 (stereo unspecified)	20%	10	-2	-9%	5	3%	0.3	5%	6%
Fc1cccc(Cc2c(-c3ccccc3)nc3c4ccccc4ccn23)c1	?	8	-5	-4%	-11	6%	-0.6	-8%	-10%
Cc1occc1-c1nnc(SCC(=O)Nc2ccc(F)cc2)n1Cc1ccccc1	?	4	12	-2%	38	4%	-0.6	-18%	1%

A second format for two compounds above:
Cc1cccc(CCN(C(=O)c2csnn2)C(C(=O)NC2CCCC2)c2ccco2)c1 (stereo unspecified)
  GLP1R inv ag: ? | PI5P4Ka inh: 3 | D3 ag: -4 | WRN helicase inh: ? | D3 antag: -7 | GLP1R ag: 10% | IL2 activator: -0.1 | HEK293 tox: 7% | PLK1 PBD block: -8%

COc1ccc(CNC(=S)Nc2ccc(F)c(Cl)c2)cc1OC
  GLP1R inv ag: ? | PI5P4Ka inh: -8 | D3 ag: 4 | WRN helicase inh: 10% | D3 antag: 0 | GLP1R ag: 8% | IL2 activator: -0.3 | HEK293 tox: 1% | PLK1 PBD block: -25%

Following part.
SMILES	GLP1R inv ag	PI5P4Ka inh	D3 ag	WRN helicase inh	D3 antag	GLP1R ag	IL2 activator	HEK293 tox	PLK1 PBD block
CN1CCN(S(=O)(=O)c2cccc(C(=O)NCCOc3ccccc3)c2)CC1	-1%	3	0	0%	22	-3%	-4.6	-4%	3%
COc1ccc(NC(=O)c2ccc([N+](=O)[O-])s2)c([N+](=O)[O-])c1	0%	4	-2	1%	5	4%	0.2	0%	1%
COc1ccc(C2CCCN2C(=O)Nc2ccc(C)c(C)c2)cc1OC (stereo unspecified)	-29%	0	-6	2%	6	12%	-3.1	-5%	-4%
OC(COCCOc1ccc(Br)cc1)CN1CCCCC1 (stereo unspecified)	?	3	-2	-16%[57.1 µM]	8	-4%	-1.8	-7%	1%
CCN(CC)S(=O)(=O)c1cccc(-c2nnc(SC(C)C#N)n2Cc2ccccc2)c1 (stereo unspecified)	23%	.	-6	-3%[57.1 µM]	9	2%	-4.0	5%	-2%
Cc1cccc(-n2c(O)c(C=Nc3cc(O)ccc3C)c3ccccc3c2=O)n1	-2%[0.307 µM]	-10	2	-7%	-7	1%	5.8	12%[0.307 µM]	?
COc1ccc(/C=C2\SC(=S)N(CCC(=O)Nc3ccc(O)cc3)C2=O)cc1	-5%	-6	-2	4%	-17	-5%	1.0	-23%	5%
COc1cccc(CNC(=O)CCC2CCCN(Cc3ccc4c(c3)CCO4)C2)c1 (stereo unspecified)	-17%	1	-13	-3%	-4	7%	-0.6	-6%	0%
COc1ccc(C(CC(=O)N2CCCC(C)C2)c2c(OC)cc(OC)c3c(-c4ccccc4)cc(=O)oc23)cc1 (stereo unspecified)	?	?	-24	?	-12	17%	-3.8	-5%	?
Oc1nc(-c2ccc(Cl)cc2)n2ccncc12	14%	3	-1	-2%	-11	-4%	1.4	-22%	-15%
CC(CNC(=O)C1CCCN(S(=O)(=O)N2CCOCC2)C1)c1ccccc1 (stereo unspecified)	-11%	-1	1	-4%	-2	-4%	-1.1	3%	-4%
O=C(Cc1ccc(NC(=O)C2CCN(C(=O)c3ccccc3)CC2)cc1)Nc1cccc(C(=O)N2CCCCC2)c1	-9%	-2	-1	2%	35	8%	-0.2	1%	0%
CCOc1ccc(C)cc1S(=O)(=O)Nc1ccc(Cl)cn1	1%	.	-4	5%	28	0%	-0.9	2%	-2%
Cc1cc(F)ccc1S(=O)(=O)N1CCCCC1CCNC(=O)C(=O)NCCN1CCOCC1 (stereo unspecified)	3%	-4	2	5%	15	11%	-0.1	-17%	-2%
CC(=O)Nc1ccc(C(=O)/C=C/c2ccco2)cc1	34%	-27	-3	?	-3	3%	-2.7	8%	0%
